# Tau ThT inhib = tau fibrillization inhibition (ThT binding). P10636. recombinant tau K18 P301L, heparin-induced fibrillization, ThT fluorescence. Potency, µM (doses to about 57.4 µM), for inactives: top-dose activity, negative = inhibition, hits mostly inhibitors. hit rate 2.1% among 270,000. AID 1460; note: % is set by controls: 0 for no effect and ±100 for the full control effect; nearly all actives have a fitted effect of over 55% in size
# Target sequence (P10636 561-689 P618L limits assumed): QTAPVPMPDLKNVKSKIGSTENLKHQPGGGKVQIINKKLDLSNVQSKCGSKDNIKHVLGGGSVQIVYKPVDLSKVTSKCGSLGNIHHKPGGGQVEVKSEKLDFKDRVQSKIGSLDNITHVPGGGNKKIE
#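 In this qHTS, human K18 P301L tau is incubated with compound and heparin for 6 hr at 37 C, and Thioflavin T fluorescence then reports fibril load.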
# GAA inhib = blocks human lysosomal alpha-glucosidase. P10253. hit rate 0.005% among 200,000. purified human GAA, 4-MU-alpha-glucoside fluorescence. Potency, µM (doses to about 76.9 µM), inactives show top-dose activity change, negative = inhibition, actives largely listed as inhibitors;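 note: plate controls were uninhibited enzyme wells for no effect and no-enzyme background for full effect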
#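 Human enzyme at 4 nM with 400 uM 4-methylumbelliferyl-alpha-D-pyranoside, citrate/phosphate buffer pH 5.0, 0.005% Tween-20, 20 min at room temperature. Compounds up to 77 uM. 4-MU fluorescence (Ex 365/Em 440) read after NaOH/glycine stop; AC50 from Hill fit.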
# GAA spleen mod = inhibits or activates alpha-glucosidase in human spleen homogenate; P10253; human spleen homogenate, 4-MU-alpha-glucoside fluorescence; Potency, µM (top dose mostly 79.9 µM), for inactives: top-dose activity change, negative = inhibition, hits mostly inhibitors; hit rate 0.006% among 240,000; AID 2112;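 note: 0% = enzyme with vehicle and -100% = no enzyme basal signal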
#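 AC50 values come from Hill-equation fits of concentration-response data, normalized to no-enzyme and full-activity controls. Enzyme source: 1 ug human spleen homogenate; 1 mM fluorogenic 4-MU glucoside, pH 5.0 citrate buffer, 37 C, 40 min.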
# Tau fluor cs = counter-screen for tau fibril formation inhibitors | tau K18 P301L Alexa594 fluorescence, heparin fibrillization | Potency, µM (highest dose often 57.7 µM), inactives show at the top dose activity change, negative = decrease | hit rate 0.93% among 280,000 | AID 1463; note: % is set by controls: 0 for no effect and ±100 for the full control effect; nearly all actives have a fitted effect of over 55% in size
#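 Human tau K18 P301L (15 uM unlabeled, 0.24 uM Alexa 594-labeled) in 100 mM sodium acetate pH 7 with 20 uM heparin, 6 hr at 37 C. ThT 30 uM added, 1 hr ambient; Alexa 594 FP and total fluorescence read at 555/632 nm.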
# HTT ATP protect = cytoprotection in Huntington HTT-Q103 PC12 cell model; PC12 HTT-Q103 induced, cytoprotection, ATP luminescence, 40 h; Potency, µM (highest dose often 56.4 µM), for the others: cytoprotection (ATP increase), most hits filed as activators; hit rate 0.14% among 230,000; AID 1471;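 note: % of control where 0% means no effect; nearly all actives have a fitted effect of over 45% in size; toxic huntingtin expression switched on by the ecdysone agonist tebufenozide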
#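 Huntington model: PC12 line, ecdysone-inducible HTTQ103 exon1–GFP, tebufenozide 100 nM. Test articles in a dose series. Endpoint luminescence from cellular ATP.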
# GAA glycogen = alters human alpha-glucosidase cleavage of glycogen. Potency, µM (top dose mostly 76.4 µM), inactives show at the top dose activity change, negative = inhibition, most hits filed as inhibitors. hit rate 0.38% among 300,000. P10253. recombinant GAA, glycogen substrate, Amplex Red glucose oxidase fluorescence;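 note: 0% = full enzyme reaction and -100% = no-enzyme basal signal; the screen sought inhibitors and activators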
#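 Recombinant human alpha-glucosidase (4 nM final) hydrolysed bovine liver glycogen (30 ug) for 40 min at 37 C in pH 5.0 citrate/phosphate with 0.01% Tween-20. Released glucose detected by glucose oxidase/Amplex Red, Ex 573/Em 610 nm. Compounds up to 77 uM; AC50 from Hill fits.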
# aGal spleen mod = inhibits or activates alpha-galactosidase in human spleen homogenate. hit rate 0.008% among 240,000. AID 2107. P06280. human spleen homogenate, 4MU-alpha-Gal fluorescence, 40 min. Potency, µM (series often up to 80 µM), for the others: at the highest dose activity change, negative = inhibition, usual class: inhibitors;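 note: 0% = enzyme with vehicle and -100% = no enzyme basal signal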
# Target sequence (P06280 32-429 limits assumed): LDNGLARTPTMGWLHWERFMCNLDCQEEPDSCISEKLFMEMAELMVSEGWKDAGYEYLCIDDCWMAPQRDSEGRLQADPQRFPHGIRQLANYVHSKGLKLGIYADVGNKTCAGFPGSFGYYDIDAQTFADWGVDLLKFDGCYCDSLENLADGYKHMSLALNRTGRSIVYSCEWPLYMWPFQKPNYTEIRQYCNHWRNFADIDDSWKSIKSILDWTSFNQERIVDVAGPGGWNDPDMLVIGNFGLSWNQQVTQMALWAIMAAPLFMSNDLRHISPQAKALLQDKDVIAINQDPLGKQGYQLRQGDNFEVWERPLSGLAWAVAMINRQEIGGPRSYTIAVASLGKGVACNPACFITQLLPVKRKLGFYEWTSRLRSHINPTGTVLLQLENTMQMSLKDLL
#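 Fluorogenic readout (Ex 365/Em 440 nm) of 4-methylumbelliferone released from 1 mM 4-MU-alpha-galactoside by spleen homogenate, 40 min at 37C, pH 5.0. Data normalized to no-enzyme and enzyme controls; Hill-equation AC50 from compound titrations.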
# Tau FP inhib = inhibitors of human tau fibril formation; Potency, µM (doses to about 57.7 µM), inactives show at the highest dose activity, negative = inhibition, usual class: inhibitors; AID 1468; K18 P301L tau heparin fibrillization, Alexa594 FP, 6 h; P10636; hit rate 0.39% among 280,000; note: % is set by controls: 0 for no effect and ±100 for the full control effect; nearly all actives have a fitted effect of over 55% in size
#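 Recombinant K18 P301L […], labeled with Alexa 594 at 0.24 uM over 15 uM unlabeled; heparin inducer 20 uM final; 37 C, 6 hr; FP endpoint.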
# An asterisk follows results filed as active; u = inconclusive; x = not tested or not shown; & = joins results of further samples; [ ] = dose if it differs, or a comment. Calls come from the whole dose curve; as a rule, active = well fitted curve in the direction sought with a large enough effect; inconclusive = small, poorly fitted or top-dose-only effect, or another doubt; inactive = no such curve, though single readings can be large; an effect the other way counts as inactive or inconclusive. Potency is the fitted concentration of half-maximal effect.
Molecule	Tau ThT inhib	GAA inhib	GAA spleen mod	Tau fluor cs	HTT ATP protect	GAA glycogen	aGal spleen mod	Tau FP inhib
Cc1cccc(NC(=O)COc2cccc3c2CCN(C)C3=O)c1C	1%	-1%	x	6%	-22%	-13%	-8%	11%
Cc1c(Br)c([N+](=O)[O-])nn1CC(=O)Nc1sc2c(c1C(=O)OC(C)C)CCC(C)C2 (stereo not drawn)	3%	u	-14%	0%	-5%[10 µM]	-4%	5%	1%
C=CCN1C(=O)C(Cc2ccccc2Cl)SC1=Nc1ccc(C(=O)O)cc1 (stereo not drawn)	3%	x	0%	8%	17%[10 µM]	8%	6%	2%
CCC(C)NC(=O)CSc1nc2ccsc2c(=O)n1NC(=O)c1ccccc1 (stereo not drawn)	-11%	-3%	-6%	-8%	8%	-7%	-3%	-3%
CN1C(=O)CCC1c1cccnc1 (stereo not drawn)	-10%&-11%&2%&-7%	x	-3%&8%&2%&-1%	-7%&-11%&-5%&-10%	u	x	-4%&10%&12%&10%	1%&-8%&-11%&-3%
Cc1ccc(-n2nc3ccc(NC(=O)c4cccc([N+](=O)[O-])c4C)cc3n2)cc1	-4%	-5%	-1%	-19%	24%[10 µM]	-1%	5%	u
CC(=O)c1c(C)[nH]c(C(=O)OCC(=O)Nc2ncc(Cl)c(C)c2Cl)c1C	u	-3%	-10%	-18%	14%[10 µM]	7%	-5%	-4%
COc1ccc(C(=O)O/N=C(/c2ccccc2)c2ccncc2)cc1	-15%	-4%	-4%	-13%	-26%	3%	-3%	u
COc1cc(NC(=O)c2ccccc2)ccc1NC(=O)c1cc2ccccc2o1	-11%	x	x	-16%	x	4%	x	-13%
O=C(NC1CC(=O)c2sccc21)c1ccc(Cl)cc1Cl (stereo not drawn)	-7%	1%	3%	-7%	-11%[10 µM]	9%	3%	-2%
CC(C)(Cl)C1Cc2cc3ccc(=O)oc3cc2O1 (stereo not drawn)	6%	u	-1%	3%	-9%	10%	14%	-1%
Cc1nc(-c2cccc(N)c2)cs1	-7%	-1%	-5%	1%	-1%	3%	-9%	7%
CC(C)Cc1cc(C(=O)Nc2ccc3c(c2)OCO3)no1	-1%	-10%	-3%	1%	19%[10 µM]	-5%	1%	-1%
COc1ccc(/C=N/N=C(\N)c2nonc2N)cc1	-4%	-1%	3%	-11%	-47%[inhibitor]	u	4%	1%
O=C(CSc1nnc2ccccn12)N1CCOCC1	-16%	0%	2%	-12%	-21%[0.074 µM]	5%	0%	-6%

# (further entries)
Molecule	Tau ThT inhib	GAA inhib	GAA spleen mod	Tau fluor cs	HTT ATP protect	GAA glycogen	aGal spleen mod	Tau FP inhib
Cc1ccccc1C(=O)c1cccn1CC(=O)NCCCN1CCc2ccccc2C1	-6%	1%	-8%	-3%	-24%	15%	-7%	2%
CSc1nnc2c3ccccc3n(CCc3ccccc3)c2n1	-7%	-4%	-7%	-12%	-13%[10 µM]	2%	8%	0%
COCC(C)n1c(C)cc(C(=O)COC(=O)C2=NN(c3ccccc3)C(=O)CC2)c1C (stereo not drawn)	10%	0%	-4%	6%	-16%	7%	-1%	-1%
NC(=O)c1ccsc1NC(=O)COC(=O)Cc1ccsc1	-11%	5%	7%	-12%	-17%[10 µM]	-11%	4%	-8%
COc1ccc(S(=O)(=O)N(CC(=O)NCCSc2ccccc2)c2ccc(C)cc2)cc1	-11%	x	x	-29%	x	-17%[76.3 µM]	x	11%
O=C(CSCc1ccc(F)cc1)Nc1ccc(F)cc1	-7%	-7%	2%	-17%	x	-6%	-3%	1%
CC(NCc1ccccc1OC1CCCC1)c1ccccc1 (stereo not drawn)	x	x	0%	-2%	15%[10 µM]	-4%	-6%	2%
C=CCc1ccc(OCCOCCOc2cccc3ccc(C)nc23)c(OC)c1	u	-4%	-4%	0%	-34%	-8%	6%	3%
CCN(CC1COc2ccccc2O1)C(=S)Nc1ccccc1 (stereo not drawn)	-18%	-3%	0%	-21%	-7%	-2%	-8%	-10%
CCc1ccc(N2C(=O)CN(Cc3cc(OC)c(OC)c(OC)c3)C2=S)cc1	-2%	-13%	-5%	-8%	7%[10 µM]	-10%	5%	-6%
CC(Oc1ccccc1Br)C(=O)N1CCc2ccccc21 (stereo not drawn)	-15%	-6%	3%	-27%	-35%	-1%	6%	2%
CN(C)CCOc1ccccc1-c1ccccc1	-11%	-1%	3%	-7%	-8%	2%	0%	-1%
O=C(/C=C/c1ccc(Cl)c([N+](=O)[O-])c1)c1ccc(O)cc1	16µM*	x	6%	u	11%[10 µM]	2%	14%	9%
COc1ccc(-c2[nH]ncc2CN2CCCC2c2nonc2C)c(F)c1 (stereo not drawn)	-12%	6%	1%	-14%	28%[10 µM]	13%	-5%	-1%
CC(Sc1nnc(COc2ccc([N+](=O)[O-])cc2)n1C)C(=O)O (stereo not drawn)	-9%	u	3%	-8%	6%[10 µM]	-11%	4%	-4%

# Shown as a hit in Tau ThT inhib, among the entries above:
canonical_smiles	Tau ThT inhib	GAA inhib	GAA glycogen	Tau FP inhib
O=C(/C=C/c1ccc(Cl)c([N+](=O)[O-])c1)c1ccc(O)cc1	16µM*	x	2%	9%

# Next entries.
Molecule	Tau ThT inhib	GAA inhib	GAA spleen mod	Tau fluor cs	HTT ATP protect	GAA glycogen	aGal spleen mod	Tau FP inhib
CC1(C)CC2(CC(c3ccccc3)Oc3cc(O)ccc32)NC(=S)N1 (stereo not drawn)	-8%	-7%	-2%	-5%	-4%[10 µM]	-10%	1%	3%
Cc1cc(C)n(-c2ccc(C(=O)Nc3ccccn3)cc2)n1	-8%	-6%	-6%	3%	-83%[inhibitor]	9%	0%	-1%
Cc1ccc(-c2nc3cnccn3c2Nc2c(C)cccc2C)o1	u	-11%[15.4 µM]	0%	-19%	-88%[inhibitor][10 µM]	3.5µM*	0%	u
Cc1ccc2cc(-c3noc(C4CCCCC4)n3)c(=O)[nH]c2c1	-11%	x	-9%	-12%	-7%	11%	1%	-9%
Fc1ccc2[nH]c3c(N4CCN(Cc5ccc6c(c5)OCO6)CC4)ncnc3c2c1	-15%	2%	-1%	25µM*[quencher]	-62%[inhibitor]	-4%	13%	u
Clc1cc(Br)ccc1OCCOCCOc1cccc2cccnc12	u	-3%	-5%	-9%	-19%	-6%	2%	5%
CCSc1nnc(-c2cccs2)o1	-11%	8%	0%	-9%	7%[10 µM]	-11%	5%	-2%
CCCC(=O)Nc1nc(CC(=O)OCC)cs1	-1%	u	x	7%	-1%	1%	0%	9%
CCOC(=O)c1ccccc1NC(=O)c1nc2nccc(C)n2n1	-16%	1%	1%	-3%	3%	2%	1%	3%
CNC(=S)N1CCc2ccccc2C1	4%	7%	2%	14%	5%[10 µM]	0%	8%	8%
COc1cccc(SCc2noc(C(=O)NCc3ccccc3)c2C(=O)NCc2ccccc2)c1	9%	x	8%	11%	2%[10 µM]	6%	-13%	1%
Cc1ccc(NC(=O)C2(c3cccs3)CCOCC2)cc1C	6%	u	2%	2%	-57%[inhibitor][10 µM]	16%	6%	5%
O=C(OCc1cc2ccccc2[nH]c1=O)c1cccc([N+](=O)[O-])c1	x	x	-5%	-14%	4%[10 µM]	0%	3%	-4%
CC(C)(C)NC(=O)COC(=O)c1cncc(Br)c1	2%	1%	4%	7%	-5%	-11%	-4%	3%
Nc1ccc(C2=Nc3cccc4cccc(c34)N2)cc1	0%	6%	-1%	2%	-10%[10 µM]	-23%	5%	7%

# Next section.
Molecule	Tau ThT inhib	GAA inhib	GAA spleen mod	Tau fluor cs	HTT ATP protect	GAA glycogen	aGal spleen mod	Tau FP inhib
O=C(c1ccccc1[N+](=O)[O-])N1CCc2ccccc2C1	-5%	6%	-8%	-3%	35%[10 µM]	12%	-3%	-7%
COc1ccc(/C=N/NC(=O)Cc2cccs2)cc1	-15%	x	-2%	-12%	3%[10 µM]	3%	-4%	-8%
O=C(Nc1ccc(-c2cn3ccccc3n2)cc1)c1ccco1	u	-3%	4%	-14%	x	1%	1%	-6%
COC(=O)c1cc(Cl)c(NC(=O)c2cc(OC)c(OC)c(OC)c2)cc1OC	-6%	1%	-9%	0%	9%[10 µM]	4%	-7%	-6%
CSc1nc2ccccc2n1Cc1c(Cl)cccc1Cl	u	-3%	-2%	-18%	-29%	-5%	5%	-4%
Cc1cc(OCC(=O)N(Cc2ccco2)C2CCS(=O)(=O)C2)cc(C)c1Cl (stereo not drawn)	-16%	x	-1%	-26%	10%[10 µM]	-2%	1%	-5%
CSc1ccccc1NC(=O)CCn1c(=O)sc2ccccc21	-8%	1%	-16%	-3%	-64%[inhibitor]	1%	-30%	-7%
COc1ccccc1N1CCN(C(CNC(=O)c2ccco2)c2cccnc2)CC1 (stereo not drawn)	u	8%	-11%	-9%	8%[10 µM]	-1%	-2%	-5%
O=C(O)CNS(=O)(=O)c1cccc(Cl)c1	-4%	x	2%	-5%	5%[10 µM]	1%	-10%	-3%
O=C(CSc1n[nH]c(-c2ccccc2F)n1)NCC(=O)Nc1ccc(F)c(F)c1F	6%	7%	6%	4%	-14%	8%	8%	-2%
O=C(Cc1cccc2ccccc12)N/N=C1\CCCc2ccccc21	-6%	-1%	1%	-4%	3%	-9%	2%	-2%
CNc1cc(CSC)nc(SCc2ccc(Cl)cc2Cl)n1	-17%	-14%	0%	-25%	-11%	-2%	6%	u
CCCc1ncc(C(O)(c2ccccc2)c2ccccc2)n1C	-5%	0%	10%	-7%	28%	3%	3%	-5%
O=C(N/N=C/c1cccs1)c1cc(-c2ccncc2)nc2ccccc12	-4%	-9%	-3%	-14%	x	-2%	-3%	-5%
CCc1ccc(-c2cc(C(=O)NN3CCOCC3)c3ccccc3n2)cc1	-6%	-14%	-4%	-7%	-70%[inhibitor]	-3%	2%	-3%
CCC1Oc2ccc(C)cc2N(CC(=O)NCc2cccc(OC)c2)C1=O (stereo not drawn)	-12%	-16%	u	-22%	-36%	9%	-22%	-11%
